Bioassay records as filed in PubChem.
Growth percent in the NCI-60 one-dose screen (48 h, 10 µM unless noted): 100 = growth as untreated, 0 = no growth, -100 = all killed.
NCI-H322M: NCI-H322M lung cancer; 80,000 compounds, 2.7% hits; AID 1794733
HCT-15: HCT-15 colon cancer. 82,000 compounds, 5.2% hits. AID 1794746
HT29: HT29 colon cancer | 81,000 compounds, 7.4% hits | AID 1794748
COLO 205: COLO 205 colon cancer; 79,000 compounds, 7.3% hits; AID 1794742
NCI-H460: NCI-H460 lung cancer; 82,000 compounds, 6.8% hits
HCT-116: HCT-116 colon cancer; 82,000 compounds, 7.3% hits
NCI/ADR-RES: NCI/ADR-RES ovarian cells; 81,000 compounds, 4.4% hits
NCI-H226: NCI-H226 lung cancer. 79,000 compounds, 3.5% hits
NCI-H522: NCI-H522 lung cancer. 78,000 compounds, 8% hits. AID 1794739
An asterisk follows results filed as active; . = no result given; & = joins results of further samples. How the source made its calls: active means growth percent below 10; inactive means the rest.

canonical_smiles | NCI-H322M | HCT-15 | HT29 | COLO 205 | NCI-H460 | HCT-116 | NCI/ADR-RES | NCI-H226 | NCI-H522
CC1CN(CCCN)C(C)CN1CCCN (stereo not drawn) | 99 | 108 | 92 | 104 | 115 | 97 | 109 | 95 | 79
N#Cc1c(-c2ccc(Br)cc2)cc(-c2ccccc2)[nH]c1=O | 105 | 81 | 122 | 124 | 93 | 87 | 93 | 99 | 79
COc1cc(-c2nc3ccc(C)cc3n2CC(=O)Nc2nc3ccc(OC(F)(F)F)cc3s2)cc(OC)c1OC | 100 | 76 | 76 | 93 | 100 | 73 | 92 | 87 | 73
CCOC(=O)c1c(NC(=S)Nc2ccc([N+](=O)[O-])cc2)nn(C)c1Nc1ccccc1 | 97 | 92 | 105 | 99 | 77 | 88 | 85 | 98 | 96
CC(=O)C1SCC[S+]1C (stereo not drawn) | 105 | 110 | 124 | 115 | 102 | 109 | 106 | 97 | 104
COc1cc(OC)c(/C=C/S(=O)(=O)Cc2ccc(OC)c(N)n2)c(OC)c1 | 36 | 7.7* | -9.8* | -71* | 8.3* | 2.0* | 10 | 60 | -36*
Cc1cccc(Nc2cc(Cl)nc(N)n2)c1 | 102 | 101 | 101 | 109 | 102 | 92 | 100 | 100 | 92
COc1cc2nncc(SC)c2cc1OC | 110 | 100 | 104 | 119 | 103 | 109 | 103 | 107 | 111
COC(=O)c1ccc(Nc2nc3ccccc3cc2C=O)cc1 | 104 | 90 | 111 | 112 | 102 | 104 | 97 | . | 84
NC(N)=Nc1cc2ccccc2c2ccccc12 | 99 | 86 | 65 | 45 | 87 | 66 | 95 | 90 | -49*

Further results follow.
canonical_smiles | NCI-H322M | HCT-15 | HT29 | COLO 205 | NCI-H460 | HCT-116 | NCI/ADR-RES | NCI-H226 | NCI-H522
COc1ccc(/C=C/c2ccc3ccccc3[n+]2C)cc1 | 85 | 104 | 81 | 38 | 92 | 82 | 102 | 91 | .
CCCOC(=O)N1CCCCC1CCC (stereo not drawn) | 102 | 101 | 105 | 106 | 106 | 94 | 116 | 102 | 92
Nc1nn(-c2ccc(Br)cc2)c2cccc[n+]12 | 95 | 94 | 111 | 106 | . | 103 | 101 | 101 | 88
Clc1cccc(Cl)c1/C=C/c1cc(/C=C/c2ccccc2)c2ccccc2n1 | 105 | 89 | 86 | 119 | 101 | 105 | 98 | 110 | 96
Cc1ccc(-c2onc3c(=O)[nH]nc(-c4ccccc4)c23)cc1 | 57 | 32 | -3.1* | 7.1* | 19 | 26 | 25 | 62 | -19*
Brc1csc2ncccc12 | 95 | 113 | 105 | 105 | 110 | 101 | 89 | 112 | 103
CCc1ccc(SC2c3ccc(N(CC)CC)cc3Oc3nc(N)c(C#N)c(N)c32)cc1 (stereo not drawn) | -77* | -88* | -55* | -53* | -58* | -83* | 5.1* | -84* | -38*
Cc1ccc(C(=O)O)cc1[N+](=O)[O-] | 113 | 107 | 111 | 116 | 111 | 102 | 105 | 105 | 96
Cc1ccc(/C(=N\c2sc(-c3ccccc3)nc2-c2ccccc2)N2CCN(c3ccccc3F)CC2)cc1 | 94 | 101 | 110 | 120 | 100 | 91 | 107 | 101 | 96
Cc1nn(-c2ccccc2)c(Oc2ccccn2)c1-c1nc2ccccc2s1 | 93 | 91 | 93 | 110 | 106 | 91 | 98 | 94 | 82

Next section:
canonical_smiles | NCI-H322M | HCT-15 | HT29 | COLO 205 | NCI-H460 | HCT-116 | NCI/ADR-RES | NCI-H226 | NCI-H522
COc1ccccc1-n1cc(C#N)c(N)c1C(=O)c1ccc(C#N)cc1 | 97 | 93 | 101 | 110 | 109 | 107 | 100 | 102 | 88
CC1(C)CC(=O)C2=C(C1)N(c1ccc(F)cc1F)C(N)=C(C#N)C2c1ccc(Br)cc1 (stereo not drawn) | 101 | 101 | 106 | 121 | 102 | 104 | 101 | 99 | 92
O=C(NNC(=O)c1cccc2ccccc12)c1ccc(Cl)cc1 | 101 | 98 | 103 | 100 | 108 | 107 | 100 | 97 | 112
CCOC(=O)C1CC(C(=O)OCC)C(C(=O)OCC)CC1C(=O)OCC (stereo not drawn) | 92 | 97 | 107 | 114 | 103 | 105 | 106 | 96 | .
CCOc1cc(S(=O)(=O)O)ccc1N | 85 | 97 | 90 | 103 | 109 | 99 | 102 | 102 | 80
O=C(/C=C/c1ccc(Cl)cc1)c1ccc(Nc2nc(NCCO)nc(N3CCOCC3)n2)cc1 | 91 | 45 | 42 | . | 98 | 19 | 89 | . | 87
S=c1ssnc1-c1ccccn1 | 66 | 14 | 34 | 43 | 6.0* | 6.3* | 48 | 61 | -29*
O=c1c(Nc2ccccc2)nnc2n(Cc3ccccc3)c3ccccc3n12 | 83 | 88 | 82 | 89 | 58 | 75 | 62 | 11 | 86
Cn1c(=O)c2nc(SCc3ccccc3)n(C)c2n(C)c1=O | 109 | 99 | 113 | 104 | 109 | 99 | 112 | 102 | .
N#Cc1c(-c2cccs2)cc(-c2cnccn2)nc1SCC(=O)c1ccc(F)cc1 | 98 | 100 | 105 | 105 | 103 | 97 | 96 | 89 | .

Remaining list, next part
canonical_smiles | NCI-H322M | HCT-15 | HT29 | COLO 205 | NCI-H460 | HCT-116 | NCI/ADR-RES | NCI-H226 | NCI-H522
COC(=O)Cc1cc(O)cc2oc(-c3ccc(O)c(OC)c3)cc(=O)c12 | 93 | 103 | 92 | 123 | 108 | 95 | 100 | 90 | 73
CCCCOC(=O)c1ccc(C)cc1 | 110 | 106 | 105 | 116 | 110 | 95 | 106 | 111 | 102
O=C1C(=O)c2ccccc2C(O)=C1CC1=C(O)c2ccccc2C(=O)C1=O | 82 | 48 | 92 | 111 | 87 | 75 | 105 | 97 | 93
CC(=O)c1ccc(OCc2ccccc2)c(OCc2ccccc2)c1 | 94 | 101 | 81 | 108 | 113 | 96 | 102 | 100 | 75
CCOc1ccc2nc(NC(=O)c3cccnc3Nc3ccc(Cl)cc3Cl)sc2c1 | 106 | 94 | 106 | 112 | 90 | 90 | 87 | 86 | 61
Cc1c2ccccc2c(C)c2c1cc(Br)c1ccccc12 | 129 | 93 | 93 | 95 | 94 | 73 | 106 | 93 | 86
S=C1SCN(CCc2ccccc2)CN1CCc1ccccc1 | 86 | 95 | 96 | 99 | 108 | 102 | 102 | 99 | 59
N#Cc1c(N2CCCC2)nc2sc3cc(Cl)ccc3n2c1=N | 96 | 105 | 110 | . | 98 | 98 | 99 | 91 | 87
Cc1cc2nc3c([nH]c2cc1C)c1ccc(=O)cc1n3CCN(C)C | 40 | 19 | 23 | 11 | 2.9* | 14 | 34 | 59 | 20
COc1ccc(CN2CCc3c(nc(N)nc3Sc3ccc(C(C)C)cc3)C2)c(OC)c1 | 127 | 84 | 79 | 82 | 91 | 61 | 81 | 97 | 68

(listing goes on)
canonical_smiles | NCI-H322M | HCT-15 | HT29 | COLO 205 | NCI-H460 | HCT-116 | NCI/ADR-RES | NCI-H226 | NCI-H522
CC1(C)CC[C@]2(C(=O)N3CCCNCC3)CC[C@]3(C)C(=CC[C@@H]4[C@@]5(C)CCC(=O)C(C)(C)[C@@H]5CC[C@]43C)[C@H]2C1 | 101 | 103 | 102 | 115 | 106 | 103 | 100 | 103 | 99
CC1=NN(c2cccc(Cl)c2)C(=O)/C1=C\c1cn(Cc2ccccc2)c2ccccc12 | 106 | 98 | 93 | 96 | 56 | 82 | 101 | 17 | 87
CS(=O)(=O)c1ccc(-c2nc3ccccn3c2/C=N/NC(=S)Nc2ccc(Cl)cc2)cc1 | 102 | 94 | 102 | 107 | 108 | 108 | 94 | 99 | 87
O=C(Nc1cccc(-n2cc(-c3ccncc3)c(-c3ccc(O)c(Cl)c3)n2)c1)c1ccc(Cl)c(Cl)c1 | 77 | 24 | 70 | 102 | 21 | 44 | 50 | 81 | 42
CN(C)/C(N)=N/c1nc(=O)c2ccccc2c(=O)[nH]1 | 98 | 99 | 106 | 110 | 105 | 100 | 102 | 98 | 99
COc1cc(N)ccc1NC(C)=O | 104&95 | 98&102 | 103&118 | 143 | 101&107 | 87&112 | 112 | 91&99 | 81&79
Cc1c(-c2csc(N)n2)nnn1-c1ccc([N+](=O)[O-])cc1 | 100 | 102 | 101 | 106 | 107 | 97 | 101 | 97 | 86
c1ccc(CCSc2ncnc3nc[nH]c23)cc1 | 113 | 98 | 91 | 90 | 82 | 88 | 99 | 87 | 0.5*
C=C[C@@H]1C[C@@H]2Cc3c(C)cc(C)cc3N1O2 | 92 | 101 | . | 100 | 100 | 104 | 102 | 96 | 99
NCCNCCCCCCCCCCCCOS(=O)(=O)O | 107 | 106 | 105 | 110 | 105 | 102 | 101 | 104 | 92

Further entries.
canonical_smiles | NCI-H322M | HCT-15 | HT29 | COLO 205 | NCI-H460 | HCT-116 | NCI/ADR-RES | NCI-H226 | NCI-H522
CN(C)Cc1cc(C(C)(C)C)cc(Cl)c1O | 93 | 97 | 105 | 105 | 102 | 94 | 92 | 79 | 86
CCOc1ccc(NC(=O)NCCN2CCN(C(=O)Nc3ccc(OCC)cc3)CC2)cc1 | 92 | 95 | 97 | 107 | 116 | 98 | 119 | 122 | 81
COc1ccc(OC)c2c1nnc1c3cccnc3c(C#N)n12 | 94 | 92 | 94 | 108 | 99 | 99 | 102 | 99 | .
O=C1c2ccccc2C(=O)N1Cc1ccc(Cl)cc1[N+](=O)[O-] | 114 | 100 | . | 112 | 117 | 90 | 105 | 100 | 89
Clc1ccc2oc3c(OCCCN4CCOCC4)c4ccccc4nc3c2c1 | 72 | 55 | 44 | 61 | 47 | 47 | 49 | 60 | 29
O=C(c1ccccc1)c1ccc(N2CCOCC2)cc1 | 97 | 99 | 111 | 108 | 103 | 104 | 104 | 108 | 111
N/N=C1\NNC2(O1)C(=O)Nc1ccccc12 (stereo not drawn) | 96 | 94 | 110 | 105 | 98 | 103 | 95 | 76 | 89
Cc1cc(C)c(/C=C(\C#N)c2nc3ccccc3s2)[nH]1 | 80 | 89 | 91 | 101 | 91 | 88 | 86 | 78 | 79
COc1cccc(/C=C2\SC(=Nc3ccc(NC(C)=O)cc3)NC2=O)c1 | 118 | 109 | 135 | 125 | 107 | 110 | 106 | . | 115
O=C(Nc1nccs1)c1noc2ccccc12 | 92 | 93 | 99 | 104 | 97 | 94 | 106 | 93 | 87

Reprinted at random: two entries already listed, in no set order.
canonical_smiles | NCI-H322M | HCT-15 | HT29 | COLO 205 | NCI-H460 | HCT-116 | NCI/ADR-RES | NCI-H226 | NCI-H522
CCOc1ccc(NC(=O)NCCN2CCN(C(=O)Nc3ccc(OCC)cc3)CC2)cc1 | 92 | 95 | 97 | 107 | 116 | 98 | 119 | 122 | 81
N/N=C1\NNC2(O1)C(=O)Nc1ccccc12 (stereo not drawn) | 96 | 94 | 110 | 105 | 98 | 103 | 95 | 76 | 89

Entries shown so far containing an aryl methoxy group, in the order listed:
canonical_smiles | NCI-H322M | HCT-15 | HT29 | COLO 205 | NCI-H460 | HCT-116 | NCI/ADR-RES | NCI-H226 | NCI-H522
COc1cc(-c2nc3ccc(C)cc3n2CC(=O)Nc2nc3ccc(OC(F)(F)F)cc3s2)cc(OC)c1OC | 100 | 76 | 76 | 93 | 100 | 73 | 92 | 87 | 73
COc1cc(OC)c(/C=C/S(=O)(=O)Cc2ccc(OC)c(N)n2)c(OC)c1 | 36 | 7.7* | -9.8* | -71* | 8.3* | 2.0* | 10 | 60 | -36*
COc1cc2nncc(SC)c2cc1OC | 110 | 100 | 104 | 119 | 103 | 109 | 103 | 107 | 111
COc1ccc(/C=C/c2ccc3ccccc3[n+]2C)cc1 | 85 | 104 | 81 | 38 | 92 | 82 | 102 | 91 | .
COc1ccccc1-n1cc(C#N)c(N)c1C(=O)c1ccc(C#N)cc1 | 97 | 93 | 101 | 110 | 109 | 107 | 100 | 102 | 88
COC(=O)Cc1cc(O)cc2oc(-c3ccc(O)c(OC)c3)cc(=O)c12 | 93 | 103 | 92 | 123 | 108 | 95 | 100 | 90 | 73
COc1ccc(CN2CCc3c(nc(N)nc3Sc3ccc(C(C)C)cc3)C2)c(OC)c1 | 127 | 84 | 79 | 82 | 91 | 61 | 81 | 97 | 68
COc1cc(N)ccc1NC(C)=O | 104&95 | 98&102 | 103&118 | 143 | 101&107 | 87&112 | 112 | 91&99 | 81&79
COc1ccc(OC)c2c1nnc1c3cccnc3c(C#N)n12 | 94 | 92 | 94 | 108 | 99 | 99 | 102 | 99 | .
COc1cccc(/C=C2\SC(=Nc3ccc(NC(C)=O)cc3)NC2=O)c1 | 118 | 109 | 135 | 125 | 107 | 110 | 106 | . | 115
